High-throughput results (PubChem)
ABHD4 inh: ABHD4 (mouse) inhibition, primary FP screen | inhibition, % at 8.92 µM | hit rate 0.54% among 370,000 | purified mABHD4, FP-Rh probe fluorescence polarization | AID 720543;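 active means inhibition exceeding the mean over every tested compound plus 3 SD, cut at about 30% in these data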;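 further: 0% = plate median of compound wells and 100% = S159A mutant with DMSO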
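Material: mouse ABHD4 enzyme, wild type; Benchmarks: S159A mutant high control, sample median low control; Buffer or medium: HEPES pH 7.0, NaCl, Pluronic buffer; Signal: fluorescence polarization; Read-out: percent inhibition of probe binding, normalized to plate controls; Timing: pre-incubation 45 min, probe exposure 60 min, at 25 °C; Dosing: 8.92 µM, single dose.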
GC-A act: GC-A (human) enzyme activation | P16066 | HEK293 GC-A cells, cGMP TR-FRET, EC30 ANP; 0% at EC30 ANP, 100% saturating ANP | activation, % at 10 µM | hit rate 0.14% among 370,000; in the data active means activation above about 40%
PG9 binder: PG9 antibody binding by small molecule; hit rate 0.43% among 360,000; inhibition, % at 6.7 µM; TR-FRET gp120-PG9 antibody binding; in the data active means inhibition above about 8.5%
SMARCA2 act: increases SMARCA2 function in MMTV reporter cells | MG213 cells, MMTV-luciferase reporter, dexamethasone, overnight | activation, % at 9.1 µM | hit rate 1% among 370,000 | AID 652017; in the data active means activation above about 7.8%;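 further: 0% = vehicle wells and 100% = reference activator wells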
Rev-erbA mod: modulates human Rev-erb alpha binding to DNA; activity, % at 10 µM; Rev-erbα–FITC-DNA binding, fluorescence polarization, 90 min; AID 1259318; hit rate 0.79% among 370,000; P20393;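 active means activity above about 14%, limit read from the data; passing the limit was not always enough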;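 further: 0% = DMSO wells with 35 nM protein and 100% = DMSO wells with 750 nM protein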
ARFGAP1 inh: rat ARFGAP1 inhibition; Q62848; Arfgap1-stimulated ARF1 GTP hydrolysis, GDP FP detection; inhibition, % at 16.5 µM; hit rate 0.26% among 360,000; AID 651572;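 active means inhibition above a per-plate limit, mean inhibition of low control wells plus 3 SD, cut at about 25% in these data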;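 further: 0% = DMSO wells with enzyme and 100% = wells lacking Arfgap1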
Target sequence (Q62848 1-136 limits assumed): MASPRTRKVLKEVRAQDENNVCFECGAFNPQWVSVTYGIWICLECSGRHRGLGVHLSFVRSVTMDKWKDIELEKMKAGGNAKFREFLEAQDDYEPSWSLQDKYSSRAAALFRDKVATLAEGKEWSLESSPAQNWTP
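material = rat Arfgap1 catalytic domain, aa 1-136 | also added = human ARF1(Δ1-17)-GTP substrate | compound dosing = one concentration, 16.5 µM, DMSO 1.26% | times = GTP hydrolysis reaction 2 h at 25 °C | measured by = FP, GDP Alexa 633 tracer displaced from anti-GDP antibody, 620/688 nm | evaluation = percent inhibition of Arfgap1-stimulated GTP hydrolysis | replication = single well per compound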
rCAG binder: molecules binding r(CAG) RNA repeats. inhibition, % at 3 µM. hit rate 1.3% among 370,000. r(CAG) RNA repeat, TO-PRO-1 dye displacement fluorescence;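 active means inhibition above the plate cutoff, the mean of all test compounds on that plate plus 3 SD, cut at about 35% in these data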;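 further: 0% = DMSO alone and 100% = 100 µM mitoxantrone as full dye displacement; higher means more dye released from RNA so lower well fluorescence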
ASAP1 GAP inh: ASAP1 ArfGAP inhibition | ASAP1-stimulated ARF1 GTP hydrolysis, GDP FP detection | Q9ULH1 | hit rate 0.19% among 360,000 | inhibition, % at 16.5 µM | AID 624377; in the data active means inhibition above about 25%;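 further: 0% = vehicle with enzyme and substrate and 100% = no enzyme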
Target sequence (Q9ULH1 325-724 limits assumed): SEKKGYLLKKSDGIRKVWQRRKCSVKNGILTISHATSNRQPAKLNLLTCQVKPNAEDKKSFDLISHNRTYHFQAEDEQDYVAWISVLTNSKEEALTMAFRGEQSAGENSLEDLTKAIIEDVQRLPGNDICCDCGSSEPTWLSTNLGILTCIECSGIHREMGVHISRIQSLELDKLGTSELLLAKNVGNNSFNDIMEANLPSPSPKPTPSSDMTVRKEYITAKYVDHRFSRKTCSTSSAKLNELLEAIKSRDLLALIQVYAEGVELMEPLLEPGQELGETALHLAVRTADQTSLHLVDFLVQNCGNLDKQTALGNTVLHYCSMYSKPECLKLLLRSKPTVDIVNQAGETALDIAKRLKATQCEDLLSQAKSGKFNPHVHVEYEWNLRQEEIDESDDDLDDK
NPR2 activator: GC-B (human) receptor activation; AID 1920062; HEK293-GC-B cells, CNP EC30, cGMP TR-FRET; 0% at EC30 CNP, 100% saturating CNP; hit rate 0.11% among 370,000; P20594; activation, % at 10 µM;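 active means activation at 10 µM reaching about 35% in either raw or pattern-adjusted values, limit read from the data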
HTRA1 inh: inhibitors of human serine peptidase HTRA1; recombinant HTRA1, FP-rhodamine activity-based probe, fluorescence polarization; inhibition, % at 5.96 µM; hit rate 0.5% among 340,000; AID 504803; in the data active means inhibition above about 36%;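 further: 0% = enzyme with DMSO and 100% = wells lacking enzyme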
Target sequence (Q92743 whole entry, looked up): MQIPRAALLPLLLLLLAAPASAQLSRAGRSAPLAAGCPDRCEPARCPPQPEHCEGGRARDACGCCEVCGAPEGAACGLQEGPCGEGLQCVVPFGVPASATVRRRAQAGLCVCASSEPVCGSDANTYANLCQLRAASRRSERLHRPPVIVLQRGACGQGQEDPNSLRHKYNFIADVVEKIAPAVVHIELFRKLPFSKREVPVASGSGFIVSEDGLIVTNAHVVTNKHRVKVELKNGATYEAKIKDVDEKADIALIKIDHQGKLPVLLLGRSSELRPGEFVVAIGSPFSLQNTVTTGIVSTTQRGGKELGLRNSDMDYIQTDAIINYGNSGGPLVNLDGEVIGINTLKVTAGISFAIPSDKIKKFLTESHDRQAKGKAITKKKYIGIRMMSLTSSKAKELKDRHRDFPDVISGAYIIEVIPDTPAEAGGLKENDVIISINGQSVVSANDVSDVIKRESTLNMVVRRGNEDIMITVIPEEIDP
* hit, by the source's call; . = no result given; & = joins results of further samples; ! = repeats disagree.

SMILES | ABHD4 inh | GC-A act | PG9 binder | SMARCA2 act | Rev-erbA mod | ARFGAP1 inh | rCAG binder | ASAP1 GAP inh | NPR2 activator | HTRA1 inh
Cc1csc(C2=C(O)CN(c3ccc4c(c3)OCCOCCOCCOCCO4)C2=N)n1 | 3 | 0 | -0.4 | -2 | 7 | 5 | -3 | 11 | -3 | -1
Cc1ccc(S(=O)(=O)N2CCN(C(=O)CC3CCCC3)CC2)cc1 | -10 | -6 | -2.9 | -4 | 2 | -14 | -2 | -11 | 1 | 7
Cc1ccccc1NC(=O)COC(=O)c1ccc2c(c1)C(=O)N(CCCN1CCOCC1)C2=O | -3 | -3 | -1.1 | 0 | 3 | -16 | 0 | -1 | -3 | 0
COc1ccc(C)cc1NC(=O)CN1C(=O)C(=O)N(C2CCCC2)C1=O | 7 | -1 | -1.8 | 5 | 3 | 7 | 2 | -3 | 2 | 7
CC1CCCC(NC(=O)c2nn(C)c3c2CS(=O)(=O)c2ccccc2-3)C1C (stereo unspecified) | 0 | 3 | -0.6 | -1 | 0 | 1 | -1 | 9 | 0 | 1
CCCCC(=O)N(C)c1c(C)nc2ccc(C(=O)NCCN(C)C)cn12 | 0 | 4 | -0.2 | -3 | 4 | 7 | -1 | 0 | 0 | .
Cc1cc2cc3c(cc2nc1SCC(=O)O)CCC3 | 10 | 5 | 7.4 | -2 | -4 | 2 | 9 | 1 | -2 | 3
O=C(NNc1c2ccccc2nc2ccccc12)c1ccc(O)cc1 | 15 | 3 | -17 | 3 | 9 | -1 | 7 | 16 | -4 | 15
C/C=C/C(=O)N1CC2(CC(c3cccc(NC(=O)CC)c3)=NO2)C[C@H]1C(N)=O (stereo partly specified) | 2 | 2 | 2.2 | 0 | 4 | 3 | -2 | 4 | 5 | 9
CNC(=O)c1cc(Oc2ccc(NC(=O)Nc3ccc(Cl)c(C(F)(F)F)c3)cc2)ccn1 | -171 | -8 | 0.2 | -7 | -3 | 15 | 30 | 18 | 7 | -125
CC(C)C(NC(=O)c1ccc(C(C)(C)C)cc1)C(=O)Nc1cccc(S(N)(=O)=O)c1 (stereo unspecified) | -15 | -2 | -0.3 | 3 | 0 | 13 | 1 | 0 | -2 | -7
O=C(CCCn1cnc([N+](=O)[O-])n1)Nc1ccc(Cl)c(Cl)c1 | 0 | -5 | -1.6 | 2 | 4 | 12 | 2 | 6 | -5 | 1
Cc1ccc(C(C(=O)NCCc2ccccc2)N(C(=O)c2csnn2)C2CC2)cc1 (stereo unspecified) | -3 | -9 | -0.4 | 1 | -1 | 5 | -8 | 3 | -3 | -4
CN(C)c1ccc(CC(=O)N2CCCC(c3cc(C(=O)Nc4ccccc4)no3)C2)cc1 (stereo unspecified) | 3 | 1 | -1.3 | -5 | -7 | -3 | 9 | 11 | 8 | .
O=C(NCc1ccc2c(c1)OCO2)c1cc2c(s1)CS(=O)(=O)C2 | 3 | 2 | -0.7 | -2 | -2 | 3 | 7 | 3 | 1 | 2
OC12CCCCC1C(c1ccc3c(c1)OCO3)N(Cc1ccccc1F)CC2 (stereo unspecified) | -2 | 0 | -0.8 | -2 | -5 | 0 | 0 | -11 | 1 | 1
Cc1ccc(C(=O)N/C(=C\c2cccs2)c2nc3ccccc3[nH]2)cc1 | -9 | -3 | -6.2 | 1 | 5 | -5 | 4 | -2 | -5 | -8
COc1ccc(/C=C/C(=O)OC2CCCCC2CN(C)C)cc1 (stereo unspecified) | -3 | -3 | -2.7 | -3 | -7 | -1 | -4 | 2 | 3 | 3
CC1CCN(S(=O)(=O)c2ccc(NC(=O)C3CC(=O)N(c4ccccc4)C3)cc2)CC1 (stereo unspecified) | -7 | 3 | -1.3 | -5 | 1 | 3 | 6 | 2 | 1 | -17
CCn1cc(C(=O)NCc2cccc(C(F)(F)F)c2)c(=O)c2ccc(C)nc21 | 3 | 2 | -1.8 | 0 | -2 | -3 | 0 | -6 | 3 | -3
CCN(CC)c1ccc(/C=C2\CCC(/C=C(/C#N)C(=O)Nc3ccccc3F)=C2N2CCOCC2)cc1 | -54 | -19 | 2.0 | 0 | 6 | 18 | 8 | 22 | -4 | -38
Cc1ccc(NC(=O)COC(=O)c2ccc(Br)o2)cc1S(=O)(=O)N1CCCCC1 | -19 | 0 | -2.8 | -2 | 2 | -16 | 5 | -1 | 1 | -33
COC(=O)[C@]12C[C@H](CC(=O)NCCc3ccccc3OC)C(=O)N(Cc3cccc4ccccc34)C1=C[C@H](C(C)(C)C)O[C@@H]2C | -9 | -7 | . | -3 | 6 | . | 7 | . | -5 | .
O=C(CNC(=O)c1ccccc1Br)N/N=C\c1cc([N+](=O)[O-])cc(Br)c1O | 11 | -3 | 0.2 | -2 | 1 | -2 | 39* | -3 | -9 | 11
COCOCCn1cc(CN2CCS(=O)(=O)N(Cc3ccc(-c4ccncc4)cc3)C(CC(C)C)C2=O)nn1 (stereo unspecified) | 3 | -4 | -1.5 | 2 | -2 | -6 | -1 | -12 | -4 | -2
Additional results.
SMILES | ABHD4 inh | GC-A act | PG9 binder | SMARCA2 act | Rev-erbA mod | ARFGAP1 inh | rCAG binder | ASAP1 GAP inh | NPR2 activator | HTRA1 inh
N#C/C(=C/c1ccc(Sc2nc3ccccc3[nH]2)o1)c1cccc(F)c1 | -32 | -11 | 2.6 | -7 | -2 | 0 | 9 | -1 | -4 | -62
Cc1ccc(C)c(NC2=NCC(=O)N2c2ccc3c(c2)OCCO3)c1 | -1 | 2 | 1.7 | 3 | 1 | 11 | 1 | -6 | 7 | -1
Cc1ccc(CCN2CCN=C2N(C)C)cc1 | -7 | 1 | -1.1 | 0 | -4 | 13 | 5 | -3 | 2 | -2
Oc1ccccc1-c1nc2c3ccccc3c3ccccc3c2[nH]1 | -19 | 6 | 1.3 | -1 | -3 | 12 | 56* | 7 | -8 | -21
COc1cccc(C(=O)Nc2cccc(-c3ccccc3)c2)c1 | -40 | -5 | 1.4 | 0 | 8 | 4 | 0 | 2 | -6 | -91
N#CCSc1nc2c(cc1C#N)CCCCCC2 | -6 | -3 | -0.7 | -4 | 12 | -15 | 2 | -3 | -7 | -8
Cc1cc(=O)oc2c3c(cc(OCC(=O)NCCC(=O)O)c12)OC(C)(C)CC3 | 2 | -3 | 1.5 | -1 | 6 | 1 | 2 | 11 | -2 | 1
CCOC(=O)N1CCC(N2CCN(c3ccccc3)CC2)CC1 | -1 | 4 | -1.9 | 7 | 0 | -6 | -6 | 10 | 2 | 2
CC1CCCC(C)N1C(=O)c1ccccc1Nc1ccc(SC(F)F)cc1 (stereo unspecified) | -1 | -8 | 1.5 | -3 | 5 | 10 | -5 | -13 | -6 | 9
CNCCOc1ccccc1-c1ccccc1 | 14 | -5 | 3.2 | -1 | 1 | 11 | 6 | 9 | -3 | 2
CCOC(=O)N1CCC(N2C(=O)c3ccccc3C2Nc2cc(C)cc(C)c2)CC1 (stereo unspecified) | 3 | -34 | -1.8 | 6 | 0 | 16 | -8 | 10 | -8 | -4
Cc1ccc(NC(=S)N/C(=N/S(=O)(=O)c2ccccc2)c2ccccc2)cc1 | -1&0 | 2&2 | -0.8&0.3 | 9.7*! | -1&6 | 1&0 | 2&-2 | -1&-6 | 0&4 | 2&-5
CC(=O)NC1CC2CCCC(C1)N2C(=O)Nc1cccc(C(C)=O)c1 (stereo unspecified) | 1 | 5 | -0.8 | 2 | 5 | 3 | -2 | 1 | 5 | 0
Cn1nc(C(C)(C)C)cc1N1C(=O)CCC1(C)C(=O)NCc1ccccc1 (stereo unspecified) | 8 | 1 | -0.9 | -5 | -2 | 1 | -2 | -4 | -4 | .
C=CC(COCc1ccccc1)N(CC(=O)OC)S(=O)(=O)c1cc(Br)ccc1OC (stereo unspecified) | -13 | -4 | -1.2 | -1 | -3 | 9 | 1 | 5 | -8 | -18
CC1(C)CC=CC(COC(=O)c2ccccc2C(=O)O)C1 (stereo unspecified) | -4 | 1 | 1.5 | 4 | -1 | -14 | 5 | 15 | 5 | -2
Cc1cccc(N2CCN(C(=O)CCS(=O)(=O)c3ccc4c(c3)oc(=O)n4C)CC2)c1C | -6 | -1 | -1.4 | -5 | 3 | 9 | -1 | -12 | -5 | -7
CCCS(=O)(=O)n1nc(-c2ccc(Br)cc2)cc1N | 0 | 4 | 0.5 | 0 | 3 | -2 | 6 | 22 | 2 | -11
COc1ccc(/C=N/Nc2nc(N3CCCC3)nc(N3CCCC3)n2)cc1 | 6 | -1 | 0.2 | -5 | 0 | -1 | -9 | -2 | -2 | 0
CCCCC1=CC2=CC(=O)C(C)(OC(=O)C3CCCC3)C(=O)C2=CO1 (stereo unspecified) | 24 | -6 | -1.0 | 1 | -7 | 2 | 30 | 4 | 5 | 39*
CNC[C@@H]1OCc2cnnn2CCCC(=O)N([C@H](C)CO)C[C@H]1C | 5 | -1 | 0.3 | -2 | 0 | -13 | 0 | -12 | 2 | 4
COc1ccccc1CC(NC(C)=O)C(=O)NC1CCN(C(=O)NCc2ccccc2)CC1 (stereo unspecified) | -2 | 3 | -1.3 | -3 | 2 | -7 | -5 | -10 | -1 | -1
CCOc1ccc(CCNS(=O)(=O)c2c(C)n[nH]c2C)cc1OCC | 12 | 0 | 1.0 | 0 | 3 | -4 | -4 | 3 | 7 | 8
COc1ccc(-c2n[nH]c(=S)n2C2CCCCC2)cc1 | -4 | 0 | 0.1 | -4 | 2 | 2 | 1 | 12 | 3 | 0
O=C(OCc1c(-c2ccccc2)ncc2ccccc12)c1ccco1 | -1 | 17 | 0.7 | -1 | 0 | 1 | 3 | 2 | 10 | 0
Cc1ccc(/C=N/c2sc3c(c2C#N)CCC3)o1 | 3 | 0 | -3.2 | -2 | 1 | 1 | 4 | 9 | 7 | -1
COC(=O)c1cc(OC)c(OC)cc1N=CC1=C(O)CC(C)(C)CC1=O | -1 | 7 | 0.0 | 1 | 1 | 8 | -7 | 1 | 4 | -6
CC1CCCC(C)N1CCCNC(=O)C(=O)Nc1ccc2nc3n(c(=O)c2c1)CCCCC3 (stereo unspecified) | -9 | 1 | -2.4 | 3 | -2 | 2 | -2 | 6 | -3 | 7
COc1ccc(-c2nc(N)n[nH]2)cc1 | 7 | 3 | 0.2 | 1 | 2 | 2 | 2 | 5 | -1 | 4
CCCCc1nnc(NC(=O)c2ccc(OCc3c(C)noc3C)cc2)s1 | 1 | 3 | 0.8 | -1 | 2 | 0 | 1 | -2 | 6 | -10

Arranged by number of heavy atoms (lowest first): part of the list above
SMILES | ABHD4 inh | GC-A act | PG9 binder | SMARCA2 act | Rev-erbA mod | ARFGAP1 inh | rCAG binder | ASAP1 GAP inh | NPR2 activator | HTRA1 inh
Cc1ccc(CCN2CCN=C2N(C)C)cc1 | -7 | 1 | -1.1 | 0 | -4 | 13 | 5 | -3 | 2 | -2
O=C(OCc1c(-c2ccccc2)ncc2ccccc12)c1ccco1 | -1 | 17 | 0.7 | -1 | 0 | 1 | 3 | 2 | 10 | 0
Cn1nc(C(C)(C)C)cc1N1C(=O)CCC1(C)C(=O)NCc1ccccc1 (stereo unspecified) | 8 | 1 | -0.9 | -5 | -2 | 1 | -2 | -4 | -4 | .
Cc1cc(=O)oc2c3c(cc(OCC(=O)NCCC(=O)O)c12)OC(C)(C)CC3 | 2 | -3 | 1.5 | -1 | 6 | 1 | 2 | 11 | -2 | 1
